# BRCA1 expr act – increases BRCA1 expression; MCF7-BRCA1-FFLuc reporter, luminescence, 48 h; response scale: scaled: vehicle 0%, 10 µM genistein 100%; AID 624202; 380,000 compounds, 1.1% hits; Potency, µM (top dose mostly 46.1 µM), inactives show at the top dose activation, most hits filed as activators; also: potency is read from the fitted curve at half-maximal effect; nearly all actives have a fitted effect of over 80% in size; some results filed as inactive show a strong effect at the top dose
#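 48 h compound treatment of MCF7-BRCA1-FFLuc cells (phenol-red free MEM, 37 °C), then 15 min with luciferase substrate and luminescence imaging.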
# ELG1 genotox – induces genotoxicity in HEK293T cells with luciferase-tagged ELG1 | Potency, µM (doses to about 46 µM), for the others: top-dose activity change, positive = activation, actives largely listed as activators | 330,000 compounds, 1.3% hits | HEK293T ELG1-luciferase reporter, luminescence, 16 h; also: potency is read from the fitted curve at half-maximal effect; % of control where 0% means no effect; nearly all actives have a fitted effect of over 60% in size
#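 16 hr compound incubation (37 °C, 5% CO2) of HEK293T cells carrying luciferase-tagged ELG1; luciferase then measured by ONE-Glo luminescence after 30 min at RT.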
# S-ASM inh – inhibitors of human secretory acid sphingomyelinase; P17405; placental ASM, HMU-PC fluorogenic substrate, 60 min; Potency, µM (top dose mostly 57.5 µM), for the others: top-dose activity change, negative = inhibition, actives largely listed as inhibitors; 340,000 compounds, 0.006% hits; AID 504937; also: potency is read from the fitted curve at half-maximal effect
# Target sequence (P17405 47-631 limits assumed): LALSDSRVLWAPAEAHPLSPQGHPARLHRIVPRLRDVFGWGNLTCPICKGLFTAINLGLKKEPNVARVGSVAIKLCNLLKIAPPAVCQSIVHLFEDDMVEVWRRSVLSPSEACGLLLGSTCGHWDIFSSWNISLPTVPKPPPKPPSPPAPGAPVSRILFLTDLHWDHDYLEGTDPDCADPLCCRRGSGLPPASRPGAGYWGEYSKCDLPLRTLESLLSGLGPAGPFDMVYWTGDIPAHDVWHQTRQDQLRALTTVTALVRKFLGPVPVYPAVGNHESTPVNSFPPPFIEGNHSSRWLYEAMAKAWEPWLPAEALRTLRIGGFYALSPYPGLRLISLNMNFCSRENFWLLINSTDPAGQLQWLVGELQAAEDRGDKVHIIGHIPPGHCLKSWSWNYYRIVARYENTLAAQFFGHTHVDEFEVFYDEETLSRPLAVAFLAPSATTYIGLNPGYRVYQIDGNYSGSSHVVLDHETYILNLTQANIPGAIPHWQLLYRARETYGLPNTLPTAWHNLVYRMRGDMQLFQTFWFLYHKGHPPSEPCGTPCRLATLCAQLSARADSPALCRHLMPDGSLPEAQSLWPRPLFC
#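 Human placenta-derived ASM enzyme was preincubated with compound for 10 minutes at room temperature, then given fluorogenic substrate HMU-PC0 (9 uM final) for 60 minutes at 37 °C; a pH 10 stop preceded fluorescence reading at Ex 386/Em 447 nm.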
# USP2a inh – blocks human ubiquitin-specific protease USP2a | USP2 core, Ub-CHOP2 coupled fluorogenic reporter, 485/531 | 330,000 compounds, 0.01% hits | AID 463254 | Potency, µM (titrated, usually from 38.3 µM), without a hit: top-dose activity change, negative = inhibition, most hits filed as inhibitors;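 also: potency is read from the fitted curve at half-maximal effect; plate controls were DMSO wells for no effect and full inhibition by NEM control for full effect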
#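 Deubiquitinase activity read as fluorescence (485/531 nm) after Ub-CHOP2 cleavage activates the enterokinase reporter on its substrate; USP2 core 10nM, Ub-CHOP2 and substrate 25nM each, 30min compound preincubation then 60min RT; data normalized to NEM, curves fitted.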
# TSG101-PTAP inh – blocks PTAP/TSG101 interaction to inhibit HIV-1 budding | Fluorescence polarization, FITC-PTAP peptide / Tsg101 binding | AID 493005 | 340,000 tested, under 10 active | Potency, µM (titrated, usually from 115 µM), for inactives: top-dose activity change, negative = inhibition, actives largely listed as inhibitors; active = well fitted inhibition curve with a large enough effect in the main read-out, with a control signal flat, not every such curve was filed as active; inconclusive = small, poorly fitted or top-dose-only effect, or effect the other way, or a change in a side signal; inactive = no such curve, though single readings can be large or run the other way; also: potency is read from the fitted curve at half-maximal effect; % of control where 0% means no effect
#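 Fluorescence anisotropy tracks displacement of a FITC-tagged PTAP peptide (50 nM) from the Tsg101 binding domain (10 uM), following a 20 min room-temperature incubation at pH 7.5.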
# Eya2 phos inh – blocks the phosphatase activity of human Eya2 | recombinant Eya2, OMFP fluorescence dephosphorylation (OMFP is methylfluorescein phosphate) | Potency, µM (highest dose often 76.9 µM), inactives show at the highest dose activity, negative = inhibition, most hits filed as inhibitors | 330,000 compounds, 0.006% hits | O00167; also: potency is read from the fitted curve at half-maximal effect; % is scaled to controls: 0 for no effect and ±100 for the full control effect
#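 Eya2 (0.2 uM) preincubated 10 min at ambient with compound, then OMFP substrate added at 50 uM; 10 min reaction in 50 mM HEPES pH 7.5, 50 mM NaCl, 5 uM MgCl2, 0.05% BSA, 1 mM DTT. Fluorescence read at Ex 485/Em 525 nm.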
# Integrin act MD – activators of alpha7 integrin expression for muscular dystrophy. alpha7betagal myoblasts, beta-gal FDG fluorescence, 48 h. Potency, µM (doses to about 38.3 µM), for the others: at the highest dose activation, hits mostly activators. 350,000 compounds, 0.064% hits;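 also: potency is read from the fitted curve at half-maximal effect; 100% = response of the positive control SU9516; nearly all actives have a fitted effect of over 60% in size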
#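 Alpha7betagal+/- myoblasts (passage 13) were plated 16-24 hr, then exposed to compounds (1:260 dilution of DMSO stock) for 48 hours at 37C. After MPER lysis, β-galactosidase reporter activity was read as FDG fluorescence (ex 480/em 540) after 30 minutes.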
# p53 reactivator – restores transcriptional activity of mutant p53. 320,000 compounds, 0.063% hits. AID 504706. Potency, µM (top dose mostly 92.2 µM), without a hit: top-dose activity change, positive = activation, hits mostly activators. H1299 p53-A138V BP100-luciferase reporter, luminescence, 24 h; also: potency is read from the fitted curve at half-maximal effect; % of control where 0% means no effect; nearly all actives have a fitted effect of over 45% in size
#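 p53-null H1299 cells stably carrying temperature-sensitive p53-A138V and a BP100-luciferase reporter were pinned with compounds (4-point, 1:5 series) and held 24 hrs at 37 deg C. Luminescence was read 10 min after detection reagent.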
# TRPV1 agonist – activates the human vanilloid receptor TRPV1; Q8NER1; TRPV1-expressing cells, Fluo-8 calcium influx, agonist mode; activation, % at 8.33 µM; 320,000 compounds, 0.19% hits; AID 540275; in the data active = activation above about 80%; inconclusive = between about 30% and that limit; also: 0% is about no effect
#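 TRPV1-expressing cells were cultured overnight at 35.5C and loaded with Fluo-8 calcium dye for 40 to 90 min at room temperature. After a 10 s baseline, compound was added and calcium influx was read kinetically for 3 min (ex 480/em 520 nm).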
# uPA surface inh – blocks generation of uPA at the cell surface; cell surface uPA generation assay, qHTS; Potency, µM (top dose mostly 38.3 µM), for inactives: at the highest dose activity change, negative = inhibition, actives largely listed as inhibitors; 330,000 compounds, 0.31% hits; AID 540303; active = well fitted inhibition curve with a large enough effect; inconclusive = small, poorly fitted or top-dose-only effect; inactive = no such curve, though single readings can be large or run the other way; tested in mouse RAW 264.7 cells; also: potency is read from the fitted curve at half-maximal effect; % is scaled to controls: 0 for no effect and ±100 for the full control effect; nearly all actives have a fitted effect of over 55% in size
# B2AR arrestin – agonists driving beta-arrestin recruitment to human beta2-adrenergic receptor. P07550. beta-arrestin recruitment to beta2AR, cell-based reporter. Potency, µM (titrated, usually from 46.1 µM), for the others: top-dose activation, most hits filed as activators. 330,000 compounds, 0.02% hits. AID 492947;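 also: potency is read from the fitted curve at half-maximal effect; 0% = DMSO controls and full agonism = EC100 isoproterenol or metaproterenol; nearly all actives have a fitted effect of over 65% in size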
# Target sequence (P07550 whole entry, looked up): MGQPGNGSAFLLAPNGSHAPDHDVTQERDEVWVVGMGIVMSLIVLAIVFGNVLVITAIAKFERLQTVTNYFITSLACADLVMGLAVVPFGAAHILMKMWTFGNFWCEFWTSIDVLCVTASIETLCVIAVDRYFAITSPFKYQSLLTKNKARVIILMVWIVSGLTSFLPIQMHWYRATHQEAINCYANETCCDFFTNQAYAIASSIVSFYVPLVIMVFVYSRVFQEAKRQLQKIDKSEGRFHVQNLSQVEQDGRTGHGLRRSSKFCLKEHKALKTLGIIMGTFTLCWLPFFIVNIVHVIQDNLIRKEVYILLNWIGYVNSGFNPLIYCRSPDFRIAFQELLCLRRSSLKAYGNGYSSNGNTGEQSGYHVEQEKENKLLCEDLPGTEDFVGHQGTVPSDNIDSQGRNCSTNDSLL
# Starred values were filed as active, the others as inactive; ? = inconclusive; nt = not tested or not shown; [ ] = another dose, or the depositor's remark. Unless noted, calls follow the shape of the dose curve; as a rule, active = well fitted curve in the direction sought with a large enough effect; inconclusive = small, poorly fitted or top-dose-only effect, or another doubt; inactive = no such curve, though single readings can be large; an effect the other way counts as inactive or inconclusive. Compounds as they come; 2.6% or so of the library scored in one or more.
smiles | BRCA1 expr act | ELG1 genotox | S-ASM inh | USP2a inh | TSG101-PTAP inh | Eya2 phos inh | Integrin act MD | p53 reactivator | TRPV1 agonist | uPA surface inh | B2AR arrestin
COCCNC(=O)c1ccccc1NC(=O)CCSc1ccccc1 | 0.0% | -0.4% | 4.0% | 2.0% | 5.0% | 0.8% | ? | -0.7% | 25.8 | -2.7% | -0.1%
O=C(NC(=S)Nc1cccc(Cl)c1N1CCCC1)c1ccc(-c2cccc([N+](=O)[O-])c2)o1 | -42.9% | -8.6% | -2.5% | -7.5% | -3.2% | -11.5% | 11.4% | 2.7% | 4.4 | nt | -1.2%
COc1ccc(-n2c(SCC(=O)Nc3ccc(C(=O)O)cc3)nnc2-c2cccs2)cc1 | 1.6% | -4.6% | 2.7% | 2.9% | -7.0% | -17.8% | 3.5% | 1.0% | -1.7 | 1.7% | 0.0%
O=C(CCS(=O)(=O)Cc1ccccc1)N1CCN(c2ccc([N+](=O)[O-])cc2)CC1 | -5.4% | -2.5% | -6.1% | 2.2% | -0.1% | 2.1% | -35.3% | 0.9% | -4.3 | -9.3% | 0.0%
O=C(CN1C(=O)CSc2ccccc21)NC1CCCC1 | 7.8% | 1.1% | 6.4% | 4.7% | -1.8% | 3.1% | 23.1% | -9.6% | 1.9 | -3.7% | -0.4%
C=CCNc1nc(-c2cccc(OC)c2O)nc2ccccc12 | -13.2% | -7.6% | -4.0% | -2.1% | -2.6% | -4.3% | 12.0% | 3.0% | 11.7 | -10.5% | 0.0%
COc1ccc(C(C)(C)NC(=O)C2CCC(=O)N(C3CCCC3)C2)cc1OC (stereo not given) | 14.3% | 5.7% | 1.5% | 0.5% | -2.8% | -11.7% | 5.7% | 2.0% | -3.7 | 0.2% | -0.2%
S=c1[nH]nc(C2CCCCC2)n1/N=C/c1ccncc1 | 14.9% | -23.3% | 4.7% | 3.0% | -1.3% | -13.2% | 36.9% | -7.4% | 1.8 | -11.9% | -0.2%
S=c1nc(-c2ccccc2)n(Cc2cccnc2)c2c1CCCC2 | -19.3% | -3.0% | 11.2% | 0.8% | -1.6% | 9.0% | 8.7% | -0.1% | 2.3 | 1.6% | -0.8%
COc1cc2c(cc1NC(=O)C(C)OC(=O)C1CC(=O)N(Cc3ccco3)C1)oc1ccccc12 (stereo not given) | 12.2% | 20.6µM* | -16.4% | -0.9% | -0.8% | -1.5% | -29.8% | 11.6% | 22.0 | 3.6% | 0.3%
CN(CC(=O)N1CCCCCC1)S(=O)(=O)c1cccc2cccnc12 | -7.7% | -2.7% | -4.7% | -5.8% | 0.9% | 23.8% | 9.5% | -6.8% | nt | 7.8% | 0.1%
COc1cc(/C=N\NC(=O)c2ccc(C)nc2)ccc1OC(=O)c1ccc2c(c1)OCO2 | 12.5% | 5.0% | 0.4% | -1.6% | -0.5% | 11.6% | 5.9% | 0.0% | 2.1 | 11.0% | 6.1%
Cc1c(C)c2ccc(O)c(CN3CCCC3)c2oc1=O | 1.6% | -3.8% | nt | -0.7% | -6.3% | 11.8% | 3.8% | -2.0% | -4.6 | -1.1% | 0.5%
O=C(Nc1ccccc1F)c1cnccn1 | 29.7% | 8.6% | -0.8% | -0.9% | 1.4% | -3.7% | 14.5% | 3.7% | 4.1 | 1.3% | -0.2%
CN(C)CCNc1c(N)c(=O)oc2ccccc12 | -28.7% | -0.9% | 1.2% | -1.1% | -2.7% | -10.5% | -10.0% | -2.2% | -3.1 | 3.7% | -0.1%
COc1cccc2c3c(c(C)nc12)CC(C)O3 (stereo not given) | 35.1% | -0.5% | -0.3% | -0.2% | -4.3% | -6.5% | -16.8% | 14.3% | 12.3 | -2.5% | 0.1%
CCC(=O)c1ccc(OCC(=O)NCCc2ccccn2)cc1 | 2.8% | -0.2% | 3.5% | -0.2% | 2.6% | -4.0% | -5.2% | -0.1% | 0.1 | -4.2% | 0.0%
CCOCCOC(=O)C1=C(C)Nc2ccc(C)cc2S1 | 49.7% | 15.9% | 0.0% | 4.2% | -9.9% | -21.8% | 0.4% | 16.2% | 6.6 | nt | -0.2%
Cc1ccccc1N1CCN(C2CCCN(C(=O)c3cn4c(C)cccc4n3)C2)CC1 (stereo not given) | 0.0% | -8.5% | -1.6% | 0.5% | -5.5% | 5.0% | -22.4% | -7.4% | 12.5 | -14.1% | 0.2%
Cc1ccc(OCC(=O)c2c(N)n(C)c(=O)n(C)c2=O)c([N+](=O)[O-])n1 | -8.1% | -3.6% | 1.0% | 0.3% | -12.8% | 4.8% | -22.0% | -2.7% | -0.4 | 4.6% | -0.1%
CCc1sc(C(=O)Nc2nc(-c3ccccn3)cs2)cc1C | -30.9% | 13.8% | -2.5% | -6.4% | -0.9% | -2.3% | -27.4% | 29.9% | nt | -3.3% | 0.2%
O=C(Nc1cccc(F)c1)N1CCC(n2c(=O)[nH]c3ccccc32)CC1 | -1.4% | -4.9% | 0.9% | 1.1% | -10.2% | 6.7% | 13.4% | -2.6% | 14.3 | -0.9% | -0.6%
O=c1c2ccccc2nc2n1CCN2 | 22.7% | -2.7% | 2.1% | -1.1% | 5.5% | 18.7% | 5.0% | 11.5% | -0.4 | -1.0% | -0.3%
COc1cc(/C=C2/SC(=S)N(CC(=O)O)C2=O)ccc1OC(=O)c1cccs1 | 23.5% | -0.5% | -9.6% | 9.1% | -4.6% | ? | 24.9% | 0.4% | 1.5 | -20.9% | 2.9%
Cc1ccc(NC(=O)CCNS(=O)(=O)c2cc(Br)cnc2N)cc1Cl | -36.3% | -1.0% | -11.5% | -0.3% | -2.6% | -2.6% | 12.1% | -3.0% | 14.9 | 7.9% | 3.5%
COc1ccc2c(CC(=O)Nc3cccc(S(=O)(=O)N4CCOCC4)c3)coc2c1 | -52.5% | -0.6% | -4.1% | 0.6% | 2.5% | -0.5% | -10.1% | -5.6% | 0.0 | -2.6% | -0.1%
CCc1cc(C(=O)c2ccc(OC)cc2)c(N)s1 | -27.7% | 1.2% | -2.6% | -3.8% | -0.2% | -0.2% | 2.7% | 17.2% | 13.8 | -2.5% | -0.2%
Cc1nn(-c2ccccc2)c2[nH]c(=O)c(CNCCN3CCOCC3)cc12 | -9.2% | 1.0% | 4.6% | 4.3% | -0.7% | -12.2% | 9.9% | -1.3% | -1.6 | 8.9% | -0.1%
COc1ccc(-c2nsc(C(=O)N(c3ccc(F)cc3)C(C(=O)NC3CCCC3)c3ccc(OC)cc3)c2N)cc1 (stereo not given) | 3.8% | -6.4% | 44.2%[activator] | -1.0% | -1.9% | 0.7% | 0.2% | 7.4% | 0.9 | 1.5% | -0.1%
CC(=O)Nc1cc(C(=O)N2CCCC2)ccc1S(=O)(=O)c1ccc(Cl)cc1 | 11.5% | -5.9% | 2.2% | -0.7% | 0.0% | -25.9% | -16.8% | -0.3% | 2.4 | nt | 0.5%
Cc1cccc(-n2c(CNC(=O)c3cccc([N+](=O)[O-])c3C)n[nH]c2=S)c1 | 0.0% | -0.1% | -0.8% | 1.3% | -8.6% | 3.5% | ? | 0.2% | 1.2 | 3.2% | 0.0%
CCOc1ccccc1N(CC(=O)Nc1cccc(OC)c1)S(=O)(=O)c1ccccc1 | -6.9% | 2.8% | -1.7% | 3.6% | 1.7% | 1.3% | -17.5% | -0.2% | 12.1 | 1.8% | -0.1%
C[C@@]12C(=O)N(c3ccc(C(F)(F)F)cc3)C(=O)N1[C@@H]1c3ccccc3OC[C@@H]1[C@H]2c1ccccc1 | -29.0% | -7.3% | -7.8% | 0.9% | -1.6% | 9.0% | 3.8% | nt | 1.0 | -4.4% | -0.8%
C[C@H](NC(=O)c1nc[nH]c1C(=O)N[C@@H](C)C(=O)OC(C)(C)C)C(=O)OCc1ccccc1 | -7.4% | 1.0% | -4.6% | -2.7% | 3.2% | -8.8% | 12.4% | nt | ? | -2.9% | 0.4%
CN(CCC#N)C(=O)COC(=O)c1nn(-c2ccccc2)c(=O)c2ccccc12 | 13.5% | 0.8% | 4.8% | 6.4% | -1.8% | -2.4% | 38.5% | 0.3% | -3.0 | 5.7% | 0.3%
CCCc1c(C)nc2c(Br)cccc2c1Cl | -17.4% | -1.4% | -4.3% | 3.5% | -0.3% | -9.3% | ? | 1.5% | -5.3 | -6.5% | -0.6%
COc1ccc(Cn2nnc(C(=O)Nc3ccc4c(c3)OCCO4)c2N)cc1Br | 52.9% | 9.6% | -3.1% | -0.6% | -6.5% | -18.7% | -7.2% | 9.3% | -1.3 | ? | 0.3%

# Assay outcomes from PubChem.
